Screening results (PubChem)
MITF inh: blocks human microphthalmia-associated transcription factor | O75030 | AlphaScreen MITF homodimerization, bead proximity signal | inhibition, % at 2.6 µM | hit rate 0.91% among 650,000 | AID 1259374; in the data active means inhibition above about 50%;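 further: 0% = vehicle wells with protein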
Target sequence (O75030 whole entry, looked up): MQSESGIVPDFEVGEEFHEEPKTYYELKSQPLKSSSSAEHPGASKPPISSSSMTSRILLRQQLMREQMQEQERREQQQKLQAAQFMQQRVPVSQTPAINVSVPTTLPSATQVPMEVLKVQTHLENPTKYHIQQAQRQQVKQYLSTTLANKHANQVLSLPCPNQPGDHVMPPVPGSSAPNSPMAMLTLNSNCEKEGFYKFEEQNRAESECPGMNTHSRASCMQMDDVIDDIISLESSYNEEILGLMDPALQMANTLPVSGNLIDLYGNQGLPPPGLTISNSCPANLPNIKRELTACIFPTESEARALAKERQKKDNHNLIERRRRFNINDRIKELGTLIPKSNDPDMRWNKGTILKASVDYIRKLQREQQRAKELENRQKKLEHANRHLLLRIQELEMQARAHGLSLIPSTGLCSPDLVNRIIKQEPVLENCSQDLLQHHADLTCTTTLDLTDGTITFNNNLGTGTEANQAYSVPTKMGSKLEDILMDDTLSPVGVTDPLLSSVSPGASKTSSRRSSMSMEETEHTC
GPR151 ag: activators of human GPR151; Q8TDV0; PathHunter beta-arrestin GPR151 cells, luminescence; activation, % at 11.2 µM; hit rate 1% among 650,000; AID 1508602; in the data active means activation above about 4.9%;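 further: 0% = median of compound wells and 100% = cells with positive control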
Target sequence (Q8TDV0 whole entry, looked up): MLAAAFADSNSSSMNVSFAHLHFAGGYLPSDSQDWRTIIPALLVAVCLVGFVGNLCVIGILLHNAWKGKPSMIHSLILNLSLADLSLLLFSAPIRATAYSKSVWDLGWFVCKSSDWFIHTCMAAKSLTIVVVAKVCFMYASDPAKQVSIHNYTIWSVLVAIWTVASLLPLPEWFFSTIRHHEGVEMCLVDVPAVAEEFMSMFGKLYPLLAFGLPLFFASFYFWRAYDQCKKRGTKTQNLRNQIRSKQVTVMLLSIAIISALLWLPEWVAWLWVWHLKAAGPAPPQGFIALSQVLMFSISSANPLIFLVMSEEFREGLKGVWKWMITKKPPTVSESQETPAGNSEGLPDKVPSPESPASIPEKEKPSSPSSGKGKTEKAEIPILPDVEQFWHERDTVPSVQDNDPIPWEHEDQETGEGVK
TEAD-YAP block: TEAD-YAP interaction inhibition. HEK-TIYL cells, TEAD-Gal4/YAP UAS-luciferase luminescence. inhibition, % at 9.12 µM. hit rate 1.4% among 640,000. AID 1259422; in the data active means inhibition above about 32%;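 further: 0% = median of test compound wells and 100% = reference inhibitor wells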
FBW7 act: activators of human E3 ligase FBW7. AlphaScreen FBW7–phospho-cyclin E peptide binding, activator screen. normalized activity (activation), % at 26.1 µM. hit rate 0.13% among 650,000. Q969H0. AID 1259310; in the data active means normalized activity above about 1.9%;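 further: purified mutant Fbw7 with reduced substrate affinity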
* = called active by the depositor.

SMILES	MITF inh	GPR151 ag	TEAD-YAP block	FBW7 act
CC(C)NS(=O)(=O)c1ccc(OCC(=O)N2CCOCC2)c(Cl)c1	13	1.6	14	-0.1
COCCCNC(=O)Cn1ncc2c(=O)oc3ccc(C)cc3c21	11	-0.2	2	0.2
CSCCC(NS(=O)(=O)c1cc(C)ccc1C)C(=O)O (configuration not stated)	-3	-0.4	-7	-0.3
CCCCOc1ccc(OC(=O)c2sc3ncn(C)c(=O)c3c2C)cc1	4	-0.7	-1	0.0
C/C(=N\NC(=O)C(O)(c1ccccc1)c1ccccc1)c1ccc(F)cc1	-5	1.0	6	-0.1
CN1C(=O)C(C)(C)c2cc(S(=O)(=O)NC3CCCCCC3)ccc21	6	-0.6	4	0.2
CCn1c(SCC(=O)Nc2cc(OC)ccc2OC)nnc1-c1ccc(N)cc1	2	-0.3	8	-0.3
CCc1cc2c(NCC(C)O)ncnc2s1 (configuration not stated)	-1	-0.8	0	-0.2
COCc1cc(C)n(CC(=O)Nc2ccccc2)c(=O)c1C#N	10	2.6	0	0.1
O=C1OC(c2cccc(Br)c2)=N/C1=C\c1coc2ccc(Cl)cc2c1=O	10	-0.4	1	-0.1
CCN(c1ccc(F)cc1)S(=O)(=O)c1cc(Br)cc2c1N(C(C)=O)CC2	6	1.8	-1	-0.1
CC(=O)c1cccc(NC(=O)Nc2ccc(C)cc2[N+](=O)[O-])c1	-3	0.4	-5	-0.1
CCc1ccc(OCC(=O)N/N=C/c2cccc(OC)c2)cc1	15	1.3	11	0.2
CCC(C)NC(=O)c1ccc2c(=O)n(CCOC)c(=S)[nH]c2c1 (configuration not stated)	-3	1.2	10	-0.1
CC1=C(C(=O)Nc2ccc(Br)cn2)C(c2ccc(F)cc2)C2=C(CC(C)(C)CC2=O)N1 (configuration not stated)	-4	-0.2	18	0.1
CCCn1c(CCC(=O)NC2CCC(C)CC2)nc2cccnc21 (configuration not stated)	5	-0.9	-3	0.8
COc1ccc(NC(=O)c2c(N)sc(-c3ccccc3)c2C)cc1	-9	0.2	-34	-0.1
Cc1c(NC(=O)C2CCCC2)c(=O)n(-c2ccccc2)n1C	8	-0.3	9	0.0
COC(=O)c1ccc(N/C=C\C(=O)c2ccc3ccccc3c2)cc1	9	2.4	-2	0.5
NC(=S)NNC(=S)Nc1ccc(F)cc1	2	0.0	4	-0.1
COc1ccccc1OCCNc1cc(Cl)ccc1[N+](=O)[O-]	6	-0.2	-14	0.0
Cc1cc(Cl)ccc1OCC(=O)OCC(=O)N1CCC(C(N)=O)CC1	5	1.5	-6	-0.1
C=CCC1S/C(=N\N=C\c2cccc([N+](=O)[O-])c2)NC1=O (configuration not stated)	9	-0.1	5	2.3*
O=C(NCC1CCCO1)C(=O)Nc1ccc2c(c1)OCCO2 (configuration not stated)	-5	-0.4	-21	-0.1
CCOC(=O)C1=C(C)N=c2s/c(=C\c3ccc(OCCOc4ccccc4)c(OC)c3)c(=O)n2C1c1ccc(OC)cc1 (configuration not stated)	-1	-0.2	12	-0.1
O=C(NC1(C(F)(F)F)C(=O)Nc2c1c(=O)[nH]c(=O)n2-c1ccccc1)c1ccco1 (configuration not stated)	6	2.1	1	-0.1
COCC(=O)NCCCNc1nc2cc(C)c(C)cc2cc1C#N	3	0.5	-11	1.7
N#Cc1ccc(C(=O)Nc2ccc(N3CCN(C(=O)c4cccs4)CC3)cc2)c(F)c1	1	-1.3	-4	0.2
CC1Cc2ccccc2N1C(=O)COC(=O)c1cc(O)c2ccccc2c1O (configuration not stated)	11	0.6	4	-0.2
Cc1c(NC(=S)NC(=O)c2ccco2)cccc1-c1nc2ncccc2o1	12	0.2	-8	0.2
CC(C)(C)c1[nH]nc2c1C(c1ccccc1OC(=O)N1CCOCC1)C(C#N)=C(N)O2 (configuration not stated)	3	3.7	9	0.0
Cc1nn(C)c(C)c1S(=O)(=O)N1CCCC(C(=O)NC2CCCCCC2)C1 (configuration not stated)	-9	-0.1	8	-0.1
COc1cccc(NC(=O)CN2C(=O)C(c3ccc(F)cc3)=NC2(C)C)c1	-1	0.6	-2	0.0
N#Cc1c(NC(=O)COCc2cc(-c3ccc(F)cc3)on2)sc2c1CCC2	11	-0.3	-10	0.1
Cc1c(C(=O)NCc2ccco2)sc2ncn(C)c(=O)c12	1	0.4	-14	0.0
Cc1ccc(OCC(=O)NNC=O)cc1	5	-0.7	-3	-0.1
COc1cc(/C=N/NC(=O)c2ccc(C)nc2)cc([N+](=O)[O-])c1O	1	-0.6	5	-0.1
CCCc1nc(N)c(C#N)c(-c2ccc(OCc3ccccc3)cc2)c1CC	-1	0.2	2	0.1
COc1c(O)ccc(/C=N/NC(=O)Cc2cccc3ccccc23)c1[N+](=O)[O-]	15	1.9	-4	0.0
COc1cccc2sc(NC(=O)c3ccc(Cl)cc3)nc12	-2	0.5	-21	0.0
CSCC(=O)N1CCCC(CCC(=O)N2CCN(c3ccccn3)CC2)C1 (configuration not stated)	13	-0.6	6	0.1
COC(=O)N/N=C(\C)c1ccc(OC(F)F)cc1	-2	-0.1	-2	0.1
CCOC(=O)c1ccc(Nc2ncnc3c2nc2n3CCCCC2)cc1	-7	-0.5	5	0.0
CN1CC(=O)N2CCN(C(=O)c3ccc(OC(F)(F)F)cc3)C[C@@H]2C1=O	-1	-1.1	-5	-0.2
Cc1cc(S(=O)(=O)Nc2cccnc2)c(C)s1	-9	0.0	-9	-0.1
Cc1ccccc1NC(=O)C(C)n1c(C)c2cnn(-c3ccccc3)c(=O)c2c1C (configuration not stated)	5	-0.3	-1	-0.2
Cc1cc(NC(=O)CSc2nc3ccc(N4CCCCC4)cc3c(=O)n2Cc2ccccc2)n[nH]1	7	1.4	-2	0.3
CCCNC(=S)N1CCCC(c2nc3ccccc3[nH]2)C1 (configuration not stated)	-2	0.0	-3	0.1
CS(=O)(=O)N1CCN(c2ccccc2NC(=O)c2ccc([N+](=O)[O-])cc2)CC1	1	1.2	-2	-0.1
C=CCOc1cccc(CNC(C)(C)CO)c1	-6	0.7	-3	-0.2
COc1ccccc1CNC(=O)c1cnn2c(C(F)F)cc(-c3ccccc3)nc12	17	-0.8	-4	0.0
COc1ccc(/C(C)=N\NC(=O)c2cccc3cc[nH]c23)cc1	18	0.6	-7	0.0
CCN(c1ccccc1)S(=O)(=O)c1ccc(F)c(C(=O)Nc2ccccc2OC)c1	4	-1.1	-2	-0.1
COc1ccccc1N1CCN(C(=O)CN(c2cc(C)ccc2C)S(C)(=O)=O)CC1	45	-0.1	0	0.8
Clc1ccc(N=c2oc3ccccc3cc2-c2nc3ccccc3s2)cc1	-3	0.7	-28	0.0
CC(C(=O)N1CCCCC1)N(C)CC(=O)Nc1ccc(Cl)cc1 (configuration not stated)	1	-1.0	1	0.0
COc1ccc(C2SCCN2S(=O)(=O)c2ccc(Cl)c(Cl)c2)cc1OC (configuration not stated)	-7	0.2	-4	-0.1
Cc1c(Cl)cccc1NC(=O)/C=C\C(=O)O	-13	-1.4	-3	0.0
Cc1ccc(C(=O)Nc2nnc(C(F)(F)F)s2)cc1[N+](=O)[O-]	2	1.1	-53	-0.1
COc1cccc(NC(=O)CN(c2ccc(Cl)cc2Cl)S(=O)(=O)c2ccccc2)c1	-8	1.0	5	0.0
The list goes on.
SMILES	MITF inh	GPR151 ag	TEAD-YAP block	FBW7 act
CCN(CC)c1ccc(NC(=O)COc2ccccc2)cc1	5	0.3	-15	-0.1
COc1ccc(S(=O)(=O)NCC2CCCN(C(=O)c3cnsn3)C2)cc1 (configuration not stated)	-5	0.1	-3	0.0
O=C(Nc1cccc(O)c1)/C(=C/c1cccc([N+](=O)[O-])c1)NC(=O)c1ccccc1	11	-1.1	1	-0.1
CN(C(=O)COc1ccc(Cl)cc1Cl)c1ccccc1	3	-1.0	-9	0.0
Cc1cc2c(cc1S(=O)(=O)C(C)CC(=O)Nc1ccc(F)cc1Cl)OCC(=O)N2 (configuration not stated)	7	3.0	4	0.0
O=C(CN1C(=O)/C(=C2\SC(N3CCOCC3)=NC2=O)c2ccccc21)Nc1ccc(F)cc1	1	-0.5	-2	0.1
Cc1ccc(S(=O)(=O)Nc2nc3ccc(C)cc3nc2Nc2ccc(C)c(C)c2)cc1	16	-0.7	6	0.2
O=C(/C=C/c1cccc(C(F)(F)F)c1)Nc1cccc([N+](=O)[O-])c1	-1	-0.2	-15	0.8
CN1CCN(c2ccc(-c3ccccc3C=O)cn2)CC1	-1	-0.5	-4	-0.7
C=CCc1cc(OC)ccc1OCCOCCNC(C)(C)C	7	2.6	-4	-0.1
CCOC(=O)c1c(CSc2ccc(C)cc2)n(C)c2ccc(O)cc12	13	0.7	-7	0.2
CCCc1[nH]nc2c1C(c1sccc1C)C(C#N)=C(N)O2 (configuration not stated)	5	-1.6	17	0.1
Cc1ccc(C(=O)NC(C)c2nnc(SCC(=O)Nc3ccc(Cl)cc3)n2C)cc1 (configuration not stated)	10	2.2	8	0.6
O=C(Cc1ccccc1)NCCCc1nc2ccccc2n1Cc1ccccc1F	-18	0.2	1	-0.2
NC(=O)NNC1CC(=O)N(c2ccccc2)C1=O (configuration not stated)	13	1.7	10	0.2
COc1cccc(CNC(=O)Cn2c3ccccc3c3cn[nH]c(=O)c32)c1	6	0.6	-3	0.2
O=C1CSC(c2ccc([N+](=O)[O-])cc2)N1c1c(F)cccc1F (configuration not stated)	5	-0.6	-3	0.0
COc1ccc(OC(C)C(=O)N2CCc3ccccc3C2)cc1 (configuration not stated)	5	0.0	14	-0.1
O=[N+]([O-])c1cccc(-c2nc(=S)c3c(o2)CCCC3)c1	0	-0.5	-1	-0.1
CSc1ccc(C(=O)N2CCC[C@@H]3CN(Cc4ccccn4)CC[C@@H]32)cc1	7	3.5	5	-0.7
CCOC(=O)C1=C(C)N=c2s/c(=C\c3ccccc3Cl)c(=O)n2C1c1ccc2c(c1)OCO2 (configuration not stated)	2	-1.4	2	0.0
CC(C)/C=C/CN1CCc2nnc(CNC(=O)C3CCC(=O)N3)n2CC1 (configuration not stated)	7	-0.9	4	-0.1
COc1ccc(C(=O)Oc2cccc(/C=N/N=C3\NC(=O)C(CC(=O)O)S3)c2)cc1 (configuration not stated)	8	0.3	9	0.1
COC(CN(C)C(=O)c1ccc(CS(=O)(=O)c2ccccc2C)o1)OC	15	0.6	-1	0.1
COc1cc(OC)c(OC)cc1CN1CCC(N2CCCCC2)CC1	60*	6.1*	-7	-0.2
COc1ccc(C(=O)Nc2ccccc2N2CCN(C(C)=O)CC2)cc1Br	-14	1.0	2	-0.1
CCC1CCCCN1CCCNC(=O)c1ccc(Cn2c(=S)[nH]c3cc(C(=O)OC)ccc3c2=O)cc1 (configuration not stated)	-13	-1.3	-5	-0.1
CN1Cc2c(N3CCOCC3)nc(SCc3ccc(Cl)c(Cl)c3)c(C#N)c2CC1(C)C	10	0.2	-5	-0.1
CN1CCN(Cc2ccc(NC(=O)NCCCc3ccccc3)cc2)CC1	-6	0.3	-7	-0.1
CC(=O)c1cccc(NC(=O)Nc2cccs2)c1	-1	2.2	4	-0.4

Some of these compounds in order of heavy-atom count, lowest first:
SMILES	MITF inh	GPR151 ag	TEAD-YAP block	FBW7 act
Cc1ccc(OCC(=O)NNC=O)cc1	5	-0.7	-3	-0.1
NC(=O)NNC1CC(=O)N(c2ccccc2)C1=O (configuration not stated)	13	1.7	10	0.2
O=[N+]([O-])c1cccc(-c2nc(=S)c3c(o2)CCCC3)c1	0	-0.5	-1	-0.1
CCCc1[nH]nc2c1C(c1sccc1C)C(C#N)=C(N)O2 (configuration not stated)	5	-1.6	17	0.1
Cc1c(NC(=O)C2CCCC2)c(=O)n(-c2ccccc2)n1C	8	-0.3	9	0.0
CCc1ccc(OCC(=O)N/N=C/c2cccc(OC)c2)cc1	15	1.3	11	0.2
COc1cc(/C=N/NC(=O)c2ccc(C)nc2)cc([N+](=O)[O-])c1O	1	-0.6	5	-0.1
CCOC(=O)c1c(CSc2ccc(C)cc2)n(C)c2ccc(O)cc12	13	0.7	-7	0.2
COc1ccc(C2SCCN2S(=O)(=O)c2ccc(Cl)c(Cl)c2)cc1OC (configuration not stated)	-7	0.2	-4	-0.1
CN1CCN(Cc2ccc(NC(=O)NCCCc3ccccc3)cc2)CC1	-6	0.3	-7	-0.1
CCCc1nc(N)c(C#N)c(-c2ccc(OCc3ccccc3)cc2)c1CC	-1	0.2	2	0.1
CCn1c(SCC(=O)Nc2cc(OC)ccc2OC)nnc1-c1ccc(N)cc1	2	-0.3	8	-0.3
COc1cccc(NC(=O)CN(c2ccc(Cl)cc2Cl)S(=O)(=O)c2ccccc2)c1	-8	1.0	5	0.0
Cc1ccc(S(=O)(=O)Nc2nc3ccc(C)cc3nc2Nc2ccc(C)c(C)c2)cc1	16	-0.7	6	0.2
O=C(CN1C(=O)/C(=C2\SC(N3CCOCC3)=NC2=O)c2ccccc21)Nc1ccc(F)cc1	1	-0.5	-2	0.1
Cc1cc(NC(=O)CSc2nc3ccc(N4CCCCC4)cc3c(=O)n2Cc2ccccc2)n[nH]1	7	1.4	-2	0.3

Additional records follow.
SMILES	MITF inh	GPR151 ag	TEAD-YAP block	FBW7 act
CC(=O)c1ccc(NC(=O)c2ccc(NC(=O)c3ccco3)cc2)cc1	4	-0.7	0	-0.3
COC(=O)c1cc(-c2ccc(C=C3C(=O)OC(C)(C)OC3=O)o2)ccc1Cl	14	-1.3	-2	0.2
CCOc1ccc(C2=CC(c3ccccc3F)n3nnnc3N2)cc1Cl (configuration not stated)	13	-1.2	-3	1.1
O=C(O)CCC(=O)Nc1cccc(Oc2ccc3c(c2)C(=O)N(c2ccccc2)C3=O)c1	6	1.9	7	0.2
O=C(Nc1ncc(Cc2cccc(C(F)(F)F)c2)s1)C(c1ccccc1)c1ccccc1	3	3.4	9	0.1
